High-throughput results: PubChem BioAssay, National Center for Advancing Translational Sciences (NCATS)
Nrf2 ARE act: activates Nrf2 signaling. AREc32 ARE-luciferase reporter (MCF7-derived line), luminescence, 24 h. Potency, µM (doses to about 46.1 µM), for inactives: top-dose activation, most hits filed as activators. AID 624171. 410,000 tested, 0.31% active; also: % of control where 0% means no effect; nearly all actives have a fitted effect of over 65% in size
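ARE activation measured as luciferase luminescence (Steady-Glo, 30 min RT) in AREc32_Fluc cells after 24 hr compound exposure at 37 deg C, 5% CO2; cells seeded overnight at 1000/well in OPTI-MEM, 5% FBS.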
A549 tox: A549 cytotoxicity, counter-screen for Nrf2 inhibitors. A549 ARE-Fluc cells, CellTiter-Fluor viability, 18-24 h. Potency, µM (doses to about 46 µM), for the others: top-dose activity change, negative = cytotoxicity, hits mostly inhibitors. 390,000 tested, 0.16% active. AID 504648; also: % is scaled to controls: 0 for no effect and ±100 for the full control effect
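A549 ARE_Fluc cells in 5% FBS OPTI-MEM were exposed to compounds in concentration-response for 18-24 h at 37 deg C. Viability was read by CellTiter-Fluor fluorescence (Ex 405/Em 525) after 30 min, before the luciferase read.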
TGFb SMAD3 inh: inhibitors of TGF-b signaling; Potency, µM (doses to about 46.1 µM), inactives show top-dose activity, negative = inhibition, most hits filed as inhibitors; HepG2 CAGA-GFP TGF-b/SMAD3 reporter, GFP fluorescence, 18 h; TGF-beta stimulated, 500 pg/mL final; 410,000 tested, 1.2% active; AID 588855; also: % is scaled to controls: 0 for no effect and ±100 for the full control effect; nearly all actives have a fitted effect of over 65% in size
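HEPG2 CAGA-GFP cells (1000/well, DMEM with 1% FBS) were pre-incubated 2 h at 37 degrees C, given compound by pin tool, then stimulated with TGF-beta at 500 pg/mL final for 18 h before per-cell GFP fluorescence imaging.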
MCF10A rerep: DNA re-replication induction in MCF 10a cells; MCF 10A DNA re-replication, Hoechst nuclear intensity, 48 h; Potency, µM (doses to about 46.1 µM), for the others: top-dose activity, positive = re-replication, hits mostly activators; 350,000 tested, 2.9% active; also: % of control where 0% means no effect; nearly all actives have a fitted effect of over 50% in size
EPAC2 antag: antagonists of human EPAC2; 360,000 tested, 0.18% active; Q8WZA2; Potency, µM (titrated, usually from 114 µM), for inactives: at the highest dose activity, negative = inhibition, actives largely listed as inhibitors; EPAC2 GEF exchange of Rap1B-BODIPY-GDP, fluorescence; AID 720708; also: % is scaled to controls: 0 for no effect and ±100 for the full control effect; nearly all actives have a fitted effect of over 45% in size; many of its hits are not listed in these tables
Target sequence (Q8WZA2 whole entry, looked up): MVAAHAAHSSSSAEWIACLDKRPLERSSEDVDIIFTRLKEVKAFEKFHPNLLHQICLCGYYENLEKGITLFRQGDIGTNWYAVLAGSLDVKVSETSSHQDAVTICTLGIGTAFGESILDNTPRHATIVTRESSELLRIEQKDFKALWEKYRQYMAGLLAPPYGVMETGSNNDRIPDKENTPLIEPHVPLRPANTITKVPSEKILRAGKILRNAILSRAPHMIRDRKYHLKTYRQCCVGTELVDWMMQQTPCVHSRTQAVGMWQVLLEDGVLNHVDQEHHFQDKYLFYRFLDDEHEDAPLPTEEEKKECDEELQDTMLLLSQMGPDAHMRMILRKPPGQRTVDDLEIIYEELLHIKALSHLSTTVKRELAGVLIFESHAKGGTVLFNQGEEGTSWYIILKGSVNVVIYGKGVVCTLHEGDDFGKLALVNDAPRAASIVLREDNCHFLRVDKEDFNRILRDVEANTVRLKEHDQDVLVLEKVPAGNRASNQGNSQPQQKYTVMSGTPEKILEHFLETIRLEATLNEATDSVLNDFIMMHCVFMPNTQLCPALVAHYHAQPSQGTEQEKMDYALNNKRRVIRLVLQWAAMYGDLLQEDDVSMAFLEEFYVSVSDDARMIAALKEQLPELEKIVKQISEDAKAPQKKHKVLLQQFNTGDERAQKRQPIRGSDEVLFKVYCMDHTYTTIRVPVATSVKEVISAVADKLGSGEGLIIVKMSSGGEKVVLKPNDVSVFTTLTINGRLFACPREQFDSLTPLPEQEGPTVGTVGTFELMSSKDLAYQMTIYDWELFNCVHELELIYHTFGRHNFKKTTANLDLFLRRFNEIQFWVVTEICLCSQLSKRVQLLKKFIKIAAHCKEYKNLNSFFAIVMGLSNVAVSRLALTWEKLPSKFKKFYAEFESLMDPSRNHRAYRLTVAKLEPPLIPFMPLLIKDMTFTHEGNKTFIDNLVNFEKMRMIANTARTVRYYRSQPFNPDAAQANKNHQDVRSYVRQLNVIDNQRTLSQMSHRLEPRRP
HepG2 tox: counter-screen for TGF-b inhibitors: cytotoxicity in HepG2 cells; HepG2 CAGA-GFP viability, ATP luminescence, 18 h; Potency, µM (top dose mostly 46.1 µM), without a hit: top-dose activity change, negative = cytotoxicity, hits mostly cytotoxic; 410,000 tested, 0.76% active; also: some results filed as inactive show a strong effect at the top dose
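CellTiter-Glo luminescence gave cytotoxicity after 18 hours at 37 degrees C. The cells were HepG2 CAGA-GFP in 1% FBS DMEM, stimulated with 500 pg/mL TGF-beta after compound addition. %Activity was normalised to no-cell wells (complete cell-killing) and DMSO (no toxicity), and curves were fitted and classified.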
ATXN2 expr inh: ATXN2 expression inhibition. HEK-293 ATXN2-luciferase reporter, luminescence, 24 h. Potency, µM (doses to about 57 µM), for inactives: at the top dose activity change, negative = inhibition, actives largely listed as inhibitors. 360,000 tested, 0.72% active. AID 1745845; also: % is scaled to controls: 0 for no effect and ±100 for the full control effect; nearly all actives have a fitted effect of over 55% in size
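qHTS (up to 57 uM final) was run with 24 h compound exposure of reporter cells at 37 °C. Each well was multiplexed: SteadyGlo luminescence measured ATXN2-luciferase expression after a fluorogenic Gly-Phe-AFC viability readout (25 uM final).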
S2 tox: cell viability loss in ATXN counter-screen. S2 cells (HEK-293 line with an ATXN2-luciferase reporter) viability, CellTiter-Fluor protease fluorescence, 24 h. Potency, µM (doses to about 56.7 µM), most hits filed as cytotoxic. 400,000 tested, 0.49% active. AID 651635; also: nearly all actives have a fitted effect of over 40% in size
Nrf2 block: inhibitors of Nrf2 signaling | A549 ARE-Fluc reporter, luciferase luminescence, 18-24 h | Potency, µM (titrated, usually from 46 µM), for inactives: at the top dose activity change, negative = inhibition, most hits filed as inhibitors | 360,000 tested, 2.1% active | AID 504444; also: % is scaled to controls: 0 for no effect and ±100 for the full control effect; nearly all actives have a fitted effect of over 60% in size
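A549 ARE_Fluc cells, 5000/well, 5% FBS OPTI-MEM; compounds in dose-response, 18-24 h at 37 °C/5% CO2; CellTiter-Fluor viability read (Ex 405/Em 525), then BugLite luciferase luminescence = Nrf2 activity.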
* marks the source's active call; other numbers are inactive results; i = inactive; ? = inconclusive; / = not tested or not shown; ! = not active in a repeat; [ ] = dose if it differs, or a comment. Calls follow the shape of the dose curve; as a rule, active = well fitted curve in the direction sought with a large enough effect; inconclusive = small, poorly fitted or top-dose-only effect, or another doubt; inactive = no such curve, though single readings can be large; an effect the other way counts as inactive or inconclusive. Potency is read from the fitted curve at half-maximal effect. An excerpt; rates above refer to the full screens.

SMILES	Nrf2 ARE act	A549 tox	TGFb SMAD3 inh	MCF10A rerep	EPAC2 antag	HepG2 tox	ATXN2 expr inh	S2 tox	Nrf2 block
C#CCNC(=O)C1=C[C@@H](C(C)(C)C)C[C@@H](OCc2ccc(CO)cc2)O1	4.1%	-3%	-17%	9%	-3%	5%	0%	i	-10%
COc1ccc(NC(=O)CN2CCN(CC(=O)Nc3ccc4c(c3)OCO4)CC2)cc1	0.3%	-2%	2%	-1%	11%	-4%	-14%	i	/
CCn1nc(NC(=O)Cc2ccc(OC)cc2)c2cc3cccc(C)c3nc21	0.2%	4%	-22%	4.1µM*	3%	-15%	-22%	/	?
CSc1cccc(NC(=O)OC2CCCCCCCCCCC2)c1	0.4%	1%	-21%	2%	2%	-13%	/	i	-1%
COc1cc(NC(=O)c2cc3ccccc3o2)c(OC)cc1Cl	7.4%	-1%	4%	24%	4%	-2%	-28%	i	/
CC[C@@H](C(=O)[C@@H](C)[C@@H](O)[C@H](C)CCc1ccc(C)c(O)c1C(=O)O)[C@H]1O[C@](CC)([C@H]2CC[C@](O)(CC)[C@H](C)O2)C[C@@H]1C	-3.0%	6.5µM*	10µM*	?	-9%	-101%	20µM*	13µM*	5.2µM*
CSc1ccc(/C=C/C(=O)c2ccc(NC(=O)C(C)C)cc2)cc1	?	-9%	-13%	?	-3%	14µM*	-13%	i	-18%
CCOc1ccc(-n2c(-c3ccc(OC)cc3)cc3c2CC(C)(C)CC3=O)cc1	5.2%	7%	?	/	/	-11%	-28%	i	?
CCOc1cc(C(=O)NC)cc(Br)c1OC	-0.7%	-2%	0%	5%	0%	0%	0%	i	-6%
COCC(=O)N(C)c1nnc(-c2ccccn2)s1	-0.2%	-1%	-5%	7%	6%	11%	28%	i	14%
CCN(C(=O)C1CCC(CNS(=O)(=O)c2cccc3nsnc23)CC1)c1ccc(C)c(C)c1 (configuration not stated)	0.4%	-25%	0%	/	/	9%	3%	i	?
CCC(=O)NCCCCCCCCCNC(=O)CC	0.4%	-5%	11%	9%	-5%	-1%	-9%	i	2%
CN(C(=O)c1cccnc1)c1nnc(-c2ccccn2)s1	-0.2%	-1%	10%	-5%	14%	1%	33%	i	?
CCN1C(=O)N[C@@H](c2ccccc2)C(C(=O)OC)=C1C	-0.3%	0%	7%	2%	-14%	-37%	-4%	i	8%
COc1ccccc1-c1cc(C(=O)NCCN2CCOCC2)no1	-0.1%	8%	?	-1%	6%	-49%	1%	i	9%
CCN(CC(=O)NCc1cccs1)C(=O)c1cccc(S(=O)(=O)Nc2ccc(F)cc2)c1	-0.5%	0%	2%	-1%	3%	-15%	/	?	-2%
CCN1CCN(c2ccc(S(=O)(=O)N3CCCC3)cn2)CC1	0.5%	0%	6%	8%	-3%	-5%	12%	i	0%
CC1CCc2cc(F)ccc2N1S(=O)(=O)c1ccc(F)cc1 (configuration not stated)	-0.6%	5%	-1%	5%	-24%	-16%	1%	i	-10%
Cn1cc(C(=O)N/N=C/C=C/c2ccccc2)ccc1=O	8.3%	5%	9%	-4%	5%	-8%	9%	i	9%
CCOC(=O)C1(Cc2cccc(F)c2)CCN(C(=O)c2cnc(C)cn2)CC1	-0.9%[9.22 µM]	1%	1%	-13%	3%	-1%	7%	i	5%
COc1ccc(-n2c(SCc3nc(-c4ccc(C)cc4)no3)nnc2-c2ccncc2)cc1	-1.0%	-15%	?	/	/	-39%	-17%	?	-19%
Cc1ncc([N+](=O)[O-])n1CC(=O)Nc1ccc(F)cc1	-0.3%	-8%	2%	-10%	-7%	-14%	9%	i	15%
CCOc1ccc(NC(=S)N(C)C)cc1	-0.6%	0%	-15%	-3%	3%	5%	18%	i	2%
CC1=C(C(=O)N2CCOCC2)CC(CC(=O)NCCCCc2ccccc2)C(=O)N1CCC1=CCCCC1 (configuration not stated)	-0.3%	/	?	/	-5%	-39%	-19%	i	/
O=C(NCCc1ccc(Cl)cc1)c1ccc(Cn2c(=O)c3cccn3c3cccnc32)cc1	14%	-7%	11µM*	/	/	-60%	/	/	-28%

Some of these compounds in order of the EPAC2 antag value, descending:
| smiles | TGFb SMAD3 inh | EPAC2 antag |
| --- | --- | --- |
| COc1ccccc1-c1cc(C(=O)NCCN2CCOCC2)no1 | ? | 6% |
| CSc1cccc(NC(=O)OC2CCCCCCCCCCC2)c1 | -21% | 2% |
| CCOc1cc(C(=O)NC)cc(Br)c1OC | 0% | 0% |

(next part)
SMILES	Nrf2 ARE act	A549 tox	TGFb SMAD3 inh	MCF10A rerep	EPAC2 antag	HepG2 tox	ATXN2 expr inh	S2 tox	Nrf2 block
COc1cc(OC)cc(C(=O)NNC(=O)CN2C(=O)NC3(CCCC3)C2=O)c1	-0.4%	-4%	7%	5%	6%	6%	-2%	i	3%
O=C(COc1ccc(Cl)cc1)NCc1nnc(SCC(=O)N2CCCC2)o1	0.0%	1%	10%	-1%	-5%	3%	-10%	i	-22%
CC(C)CNC(=O)c1cccc2c(-c3cccnc3)coc12	0.3%[9.22 µM]	/	6%	/	11%	-8%	2%	i	/
COC(=O)C1=C(C)N(C)C(=S)N(C)C1c1ccc(OC)cc1 (configuration not stated)	0.4%	-2%	-18%	5%	-25%	2%	?	i	-6%
CC(=O)c1c(COC(=O)c2ccc(F)cc2)nc2ccccc2[n+]1[O-]	0.3%	0%	?	-20%	1%	-44%	-8%	i	2%
COC(=O)c1ccc(NC(=O)CSc2nc3ncccc3[nH]2)cc1	2.1%	2%	-18%	3%	-16%	33%	-8%	i	-2%
O=C(Nc1ccc(C(=O)O)cc1)/C(=C\c1ccco1)NC(=O)c1ccccc1Cl	-0.4%	-2%	7%	2%	6%	3%	4%	i	-7%
CCNC(=O)c1ccc(CSc2nc3ccccc3s2)cc1	-0.3%	-3%	-13%	10%	-7%	-21%	-6%	i	-21%
O=C(Cn1nc(C(F)(F)F)c2c1CCC2)Nc1ccccc1C(F)(F)F	0.0%	-7%	-6%	-20%	2%	8%	6%	i	-10%
CCC1CCC(C(=O)NC(C(=O)NCCN(CC(C)C)CC(C)C)C(C)C)CC1 (configuration not stated)	0.2%	2%	-3%	/	/	9%	9%	i	6%[9.27 µM]
O=C(NC1CCCC1)C1CC(O)CN1C(=O)Nc1ccccc1 (configuration not stated)	-0.2%	-5%	-11%	0%	4%	9%	1%	i	5%
O=C(CCN1C(=O)COc2ccccc21)NCc1cccs1	-1.1%	1%	13%	6%	-2%	-6%	0%	i	2%
O=C(c1ccc(Cl)cc1)N1CCC(N2CCC(C(=O)N3CCOCC3)CC2)CC1	0.0%	8%	10%	2%	-3%	-9%	2%	i	12%
COc1ccc(Cl)cc1C(=O)NNC(=O)c1n[nH]c2ccccc12	0.4%	-3%	-3%	1%	2%	-5%	/	/	-17%
COc1cccc(N(CC(=O)O)S(=O)(=O)c2ccccc2)c1	-0.4%	9%	-3%	-2%	9%	-3%	4%	i	24%
C#C[C@]1(O)CC[C@H]2[C@@H]3CCc4cc(OC5CCCC5)ccc4[C@H]3CC[C@@]21C	0.0%	-2%	9%	13µM*!	-16%	-1%	?	32µM*	9%
O=C1CSC(=NC2CCCCC2)N1	2.8%	-8%	-21%	29%	-2%	-19%	-1%	i	?
C[C@H](CO)N1C[C@H](C)[C@@H](CN(C)S(=O)(=O)c2cn(C)cn2)OCc2cnnn2CCCC1=O	-1.2%	/	4%	/	6%	0%	10%	i	/
O=C(N/N=C/c1ccco1)c1cc2ccccc2o1	13%	0%	-3%	?	4%	-2%	/	i	0%
O=C(NCC(=O)N1CCN(c2ncccn2)CC1)c1cccs1	2.3%	-10%	0%	-181%[0.0737 µM]	-5%	20%	20%	i	?
CCOC(=O)C1CCCN(C(=O)c2ccc(NC(=O)CC3SC(N4CCCC4)=NC3=O)cc2)C1 (configuration not stated)	2.6%	0%	4%	?	13%	1%	6%	i	22%
Cc1ccsc1CCN1C(=O)N(c2ccccc2)C(=O)C1CC(=O)Nc1ccc(Cl)cc1 (configuration not stated)	4.2%	-23%	?	/	/	-32%	?	?	?
CCOC(=O)C1=C(C)C(c2cccc(Oc3ccccc3)c2)NC(=S)N1 (configuration not stated)	4.6%	3%	?	?	?	-4%	-31%[11.3 µM]	i	?
Cn1c(=O)c2c(nc(CN3CCN(c4ccccc4F)CC3)n2Cc2ccc(F)cc2)n(C)c1=O	8.0%	-5%	-19%	/	/	-30%	0%	i	?
CN(C)c1nccc(NCc2ccccc2)c1C#N	4.2%	15%	-3%	11%	-16%	4%	10%	i	13%

Next section.
SMILES	Nrf2 ARE act	A549 tox	TGFb SMAD3 inh	MCF10A rerep	EPAC2 antag	HepG2 tox	ATXN2 expr inh	S2 tox	Nrf2 block
O=C(NCCCN1CCOCC1)/C(=C/c1ccc(F)cc1)NC(=O)c1ccccc1	0.3%	-2%	16%	-2%	-2%	1%	13%	i	6%
CCOc1ccc(CC(=O)NCC(c2cccs2)S(=O)(=O)c2ccc(F)c(C)c2)cc1 (configuration not stated)	0.3%	1%	9%	/	/	-4%	/	/	/
Cc1cc(NC(=O)C2CCCCC2C(=O)O)no1 (configuration not stated)	-0.7%	3%	-7%	?	10%	-5%	-1%	i	7%
C/C(=N\NC(=O)C1CC1)c1ccc(N2CCOCC2)cc1	0.4%	1%	-6%	-18%	19%	-4%	35%	i	2%
CCc1ccc(CNC(=O)C2CCN(c3nc4ccccc4nc3C(F)(F)F)CC2)cc1	-0.2%	-1%	17%	/	/	2%	/	/	3%
CSc1ncccc1C(=O)OCC(=O)NC12CC3CC(CC(C3)C1)C2	0.3%	-3%	-17%	11%	-10%	17%	3%	i	5%

Records above printed as active in TGFb SMAD3 inh:
canonical_smiles	TGFb SMAD3 inh	EPAC2 antag
CC[C@@H](C(=O)[C@@H](C)[C@@H](O)[C@H](C)CCc1ccc(C)c(O)c1C(=O)O)[C@H]1O[C@](CC)([C@H]2CC[C@](O)(CC)[C@H](C)O2)C[C@@H]1C	10µM*	-9%
O=C(NCCc1ccc(Cl)cc1)c1ccc(Cn2c(=O)c3cccn3c3cccnc32)cc1	11µM*	/
